DNMT1 inh = DNMT1 (human) enzyme inhibition; AID 588458; inhibition (reported as % activation of signal), % at 10 µM; actives 0.83% (n = 360,000); DNMT1 molecular beacon, Hinp1I cleavage, fluorescence; P26358; in the data active means inhibition above about 50%
Scp-1 inhibitor = inhibitors of human Scp-1 phosphatase; Q9GZU7; Recombinant Scp1, phosphopeptide, malachite green phosphate absorbance; inhibition, % at 20 µM; actives 0.88% (n = 340,000); AID 493091;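 active means inhibition above about 50% at 20 µM, limit read from the data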;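 further: plate controls were DMSO wells with enzyme for no effect and wells lacking enzyme for full effect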
Target sequence (Q9GZU7 76-261 limits assumed): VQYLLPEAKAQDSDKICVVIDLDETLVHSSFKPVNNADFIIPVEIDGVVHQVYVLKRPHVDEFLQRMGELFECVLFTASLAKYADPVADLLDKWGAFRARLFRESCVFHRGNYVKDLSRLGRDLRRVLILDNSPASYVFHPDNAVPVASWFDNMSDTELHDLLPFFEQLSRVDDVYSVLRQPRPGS
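System: truncated SCP-1 phosphatase (76-261aa); medium: Tris acetate buffer pH 5.5 with MgCl2 and Tween-20; incubation: 45 min room-temperature reaction, 5 min colour, 30 min stabiliser; compound: single 20 µM dose, 1% DMSO; reagent: Phosphorylated 17-residue peptide substrate; read-out: % inhibition at 20 µM; technique: colorimetric free-phosphate detection, absorbance 630 nm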
NadD inh = NadD (S. aureus) enzyme inhibition; inhibition, % at 20 µM; actives 0.78% (n = 360,000); purified NadD enzyme, colorimetric absorbance read-out; AID 602399; in the data active means inhibition above about 26%; further: some compounds past the cut are filed as inactive
TbMetRS inhib = Trypanosoma brucei MetRS inhibition | purified T. brucei MetRS, ATP depletion, Kinase-Glo luminescence | inhibition, % at 11.9 µM | actives 0.4% (n = 360,000);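 active means inhibition above a per-plate cutoff of the control wells' mean inhibition plus 3 SD, cut at about 5.5% in these data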;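 further: 0% = DMSO wells median and 100% = median of wells with control inhibitor compound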
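technique = Kinase-Glo luminescence, ATP depletion format | system = purified MetRS (methionyl-tRNA synthetase) enzyme from Trypanosoma brucei | timing = 15 min preincubation, 2 h reaction, all 25 °C | evaluation = percent inhibition versus plate control medians | dosing = single dose, 11.9 µM final nominal, 0.9% final DMSO | also added = substrates ATP, L-methionine and bulk Escherichia coli tRNA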
MsrA inh = bovine MsrA inhibition; purified bovine MsrA, absorbance read-out; inhibition, % at 15.5 µM; actives 0.75% (n = 360,000); AID 651718; in the data active means inhibition above about 4.5%;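 further: 0% = vehicle wells with enzyme and 100% = reference inhibitor wells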
Rpn11 inh = Rpn11 (human) deubiquitinase inhibition; human 26S proteasome, Ub4-pepOG fluorescence polarization; 20S core pre-blocked with epoxomicin; calls only at 20 µM; actives 0.59% (n = 360,000); AID 588493;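 active means inhibition at 20 µM, scaled to each plate's controls, above about 33%, limit read from the data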
STEP block = blocks human striatal-enriched tyrosine phosphatase | recombinant STEP, OMFP fluorogenic substrate, fluorescence | inhibition, % at 20 µM | actives 0.25% (n = 360,000) | AID 588621;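 active means inhibition at 20 µM, scaled per plate between control wells, above about 37%, limit read from the data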;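 further: 0% = DMSO with enzyme and substrate and 100% = substrate only without enzyme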
Target sequence (P54829 whole entry, looked up): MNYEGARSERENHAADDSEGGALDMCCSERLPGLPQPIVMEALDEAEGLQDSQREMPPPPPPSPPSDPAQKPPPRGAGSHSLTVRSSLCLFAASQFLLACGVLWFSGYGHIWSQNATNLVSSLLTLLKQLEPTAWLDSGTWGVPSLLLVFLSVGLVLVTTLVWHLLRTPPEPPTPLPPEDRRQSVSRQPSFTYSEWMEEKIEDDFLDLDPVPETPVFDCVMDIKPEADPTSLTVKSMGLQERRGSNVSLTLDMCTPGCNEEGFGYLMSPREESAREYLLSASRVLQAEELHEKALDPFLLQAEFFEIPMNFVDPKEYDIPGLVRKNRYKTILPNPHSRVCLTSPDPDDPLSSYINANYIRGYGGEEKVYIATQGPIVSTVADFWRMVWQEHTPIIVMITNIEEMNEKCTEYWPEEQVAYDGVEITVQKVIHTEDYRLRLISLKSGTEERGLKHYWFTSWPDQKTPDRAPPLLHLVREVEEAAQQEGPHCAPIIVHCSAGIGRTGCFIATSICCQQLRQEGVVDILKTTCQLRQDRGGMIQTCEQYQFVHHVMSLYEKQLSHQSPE
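medium = Bis-Tris buffer pH 6.0, 2.5 mM DTT, 0.005% Tween 20 | test system = STEP (striatal-enriched tyrosine phosphatase) enzyme, cell-free | measure = normalized % inhibition | compound dosing = 20 µM, 1% DMSO | also added = 25 µM OMFP | schedule = reaction 20 min, ambient temperature | measured by = fluorescence read at 480 nm ex / 540 nm em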
CSN deneddyl inh = inhibitors of human CSN-mediated cullin deneddylation; Q92905; Purified CSN, SCF-Nedd8-OG deneddylation, fluorescence polarization; inhibition, % at 12.5 µM; actives 0.38% (n = 360,000); AID 651999;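 active means pattern-corrected inhibition above about 35%, with an unprinted fluorescence ratio check between 0.5 and 1.5, limit read from the data, passing the limit was not always enough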;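 further: 0% = enzyme with substrate and 100% = substrate without enzyme; some results filed as inactive read as strong as hits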
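Test system: Human Csn5 produced in HEK293T cells | Compound: 12.5 µM single point | Times: 90 min, room temperature | Signal: Fluorescence polarization readout | Read-out basis: % inhibition of substrate cleavage by Csn5 | Controls: no-enzyme wells high, enzyme-with-substrate wells low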
LMPTP inh = blocks human LMPTP phosphatase. AID 651560. actives 0.22% (n = 360,000). recombinant LMPTP-A, OMFP fluorogenic substrate, fluorescence intensity. inhibition, % at 20 µM;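 active means compounds that cut the enzyme signal by at least half of the control window in the single-dose screen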;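 further: plate controls were DMSO wells with enzyme plus substrate for no effect and substrate without enzyme for full effect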
Target sequence (P24666 whole entry, looked up): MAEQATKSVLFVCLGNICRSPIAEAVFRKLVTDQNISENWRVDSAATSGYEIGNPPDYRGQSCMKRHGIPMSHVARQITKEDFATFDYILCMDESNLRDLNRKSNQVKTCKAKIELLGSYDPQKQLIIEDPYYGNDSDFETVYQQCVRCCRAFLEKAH
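Material: LMPTP-A; amount: 0.625 nM enzyme; doses: single 20 µM dose; times: reaction 50 min, room temperature, dark; technique: fluorescence intensity of OMFP turnover product; benchmarks: no-enzyme and uninhibited controls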
SUMO1-SIM PPI = alters human SUMO1 binding to SIM partners; SUMO1 binding to a labelled peptide, TR-FRET, 1 h; inhibition, % at 20 µM; actives 0.33% (n = 360,000); in the data active means inhibition above about 37%
Target sequence (P63165 whole entry, looked up): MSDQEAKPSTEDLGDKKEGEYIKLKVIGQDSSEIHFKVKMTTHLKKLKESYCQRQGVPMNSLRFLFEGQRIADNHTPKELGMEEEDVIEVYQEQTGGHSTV
An asterisk follows results filed as active; i = inactive; x = not tested or not shown; + = active, no number.

#	smiles	DNMT1 inh	Scp-1 inhibitor	NadD inh	TbMetRS inhib	MsrA inh	Rpn11 inh	STEP block	CSN deneddyl inh	LMPTP inh	SUMO1-SIM PPI
1	O=C(NC1CCCCC1)c1noc2c1CCCCC2	2	-2	-6	0.1	2.3	i	0	5	-0.8	2
2	COCCn1c(SCC(=O)Nc2nnc(C)s2)nnc1-c1ccco1	1	-3	-2	0.1	0.6	i	1	-1	-0.6	-5
3	COCCNC(=O)C(c1ccc(C)o1)N(C(=O)C(=O)NC1CCCCC1)c1ccc(F)cc1 (configuration not stated)	9	-1	-2	1.1	0.5	i	-2	-6	-1.1	-1
4	Cc1cc(NS(=O)(=O)c2ccc(NC(=O)/C=C/c3ccccc3Cl)cc2)no1	1	-16	0	0.1	1.8	i	-4	2	0.6	11
5	Cn1c(CCNC(=O)OC(C)(C)C)n[nH]c1=S	0	-13	-3	-1.5	-0.1	i	1	-3	1.8	1
6	CC(C)NC(=O)Cn1c(=O)cnc2ccccc21	4	0	-7	-0.3	1.8	i	3	-14	-2.0	-6
7	CN(Cc1cccc(F)c1)C(=O)c1cccc(S(=O)(=O)N2CCN(Cc3ccccc3)CC2)c1	-2	-6	1	-0.2	-0.1	i	-1	-2	-0.9	2
8	O=C1Nc2ccccc2C(=O)C1(Cl)Cc1ccccc1 (configuration not stated)	1	-2	-5	0.5	0.6	i	3	0	-2.5	0
9	CCCn1nnnc1-c1cc(Cl)cc(Cl)c1	-1	-7	-5	-0.5	x	i	-3	4	-0.4	-2
10	CCCCOc1ccc(S(=O)(=O)Nc2ccc(NC(C)=O)cc2)cc1	-5	-5	1	-1.1	0.3	i	-2	3	1.4	1
11	CC1(C)Cc2c(sc3nc(-c4ccccc4)n(N)c(=O)c23)CO1	-6	-4	11	-1.0	1.0	i	1	-5	-0.7	-5
12	COC(=O)CSc1nnc(-c2ccc(S(=O)(=O)N3CCCC3)cc2)n1C	5	-6	6	0.1	1.4	i	-2	0	-1.9	0
13	CN(CC(=O)Nc1ccc(F)cc1)C(=O)COC(=O)CSc1ccc(F)cc1	-2	1	-8	-0.3	0.3	i	-2	4	0.0	0
14	O=C1CCN(Cc2ccccc2)C=C1c1ccc(Br)cc1	0	9	2	-0.2	3.7	i	1	-5	2.7	-10
15	O=C(Oc1ccc(/C=N/NC(=O)c2ccccn2)cc1)c1ccc(Br)cc1	26	-6	3	-0.3	0.0	i	55*	-4	55*	-1
16	CCc1nc2c(OCCn3cccc3)cccn2c1N(C)C(=O)C1CC1	4	x	0	-0.3	-1.2	i	0	4	-1.6	0
17	CCCS(=O)(=O)N1CCCC(C(=O)NCCN2CCC(Cc3ccccc3)CC2)C1 (configuration not stated)	-1	-10	-7	-0.2	0.7	i	4	0	0.9	1
18	Cc1ccccc1C(=O)N1[C@@H](C(C)C)COc2cc(Br)ccc2S1(=O)=O	6	-11	-4	0.1	-0.8	i	3	-8	1.3	6
19	FC(F)(F)c1ccccc1NC(=S)N1CCc2ccccc2C1	0	-8	-4	0.1	0.0	i	2	-3	0.0	0
20	Cc1ccc(C2NC(=O)NC3=C2CCc2ccccc23)cc1 (configuration not stated)	-1	-7	-3	0.3	0.3	i	1	2	-0.9	-14
21	COc1ccc(CCC(=O)N2CCN(S(=O)(=O)c3cccc(Cl)c3)CC2)cc1	-4	0	-2	-0.4	0.8	i	-1	1	0.0	-1
22	Cc1cccc(C)c1NC(=O)c1csc([C@H]2C[C@H](O)[C@@H](CO)O2)n1	4	x	1	-0.3	2.2	i	0	2	-0.8	-3
23	O=C(Cc1ccccc1)N1CCC(c2nc(-c3ccc(F)cc3)no2)CC1	-1	-5	-6	-1.2	0.4	i	-2	-2	-1.1	3
24	Cc1cccc(N=C2NC(=O)/C(=C/c3cccn3C)S2)c1C	-4	-7	-5	0.2	-0.4	x	-2	16	2.3	-13

Next part, starting with the last three of the part before.
#	smiles	DNMT1 inh	Scp-1 inhibitor	NadD inh	TbMetRS inhib	MsrA inh	Rpn11 inh	STEP block	CSN deneddyl inh	LMPTP inh	SUMO1-SIM PPI
22	Cc1cccc(C)c1NC(=O)c1csc([C@H]2C[C@H](O)[C@@H](CO)O2)n1	4	x	1	-0.3	2.2	i	0	2	-0.8	-3
23	O=C(Cc1ccccc1)N1CCC(c2nc(-c3ccc(F)cc3)no2)CC1	-1	-5	-6	-1.2	0.4	i	-2	-2	-1.1	3
24	Cc1cccc(N=C2NC(=O)/C(=C/c3cccn3C)S2)c1C	-4	-7	-5	0.2	-0.4	x	-2	16	2.3	-13
25	CCOC(=O)N1CCC(NS(=O)(=O)c2cc(Br)cnc2N)CC1	-1	-2	-1	-0.8	0.6	i	-2	1	0.1	5
26	Cc1ccc(NCCC(=O)c2ccccc2)cc1Cl	0	-6	2	0.0	0.1	i	-1	-6	-1.1	-1
27	O=C(NCCc1ccccn1)C1CCN(S(=O)(=O)c2ccc3ccccc3c2)CC1	-2	2	-2	-1.0	-0.2	i	11	-1	-0.2	1
28	Cc1ccc(NC(=O)CN(C)S(=O)(=O)c2cccc3nsnc23)cc1	0	0	-4	-1.6	2.5	i	-2	-3	0.4	-26
29	CSc1ncccc1C(=O)OCC(=O)c1ccccc1	0	-11	2	-0.8	1.4	i	0	-2	0.2	3
30	Cc1ccc(C(=O)OCc2cc(=O)n3c(C)csc3n2)s1	10	2	-6	-0.4	0.5	i	-3	1	0.4	5
31	COc1ccc(Cl)cc1NC(=O)COC(=O)CCc1cc(OC)c(OC)c(OC)c1	-4	-5	-1	1.2	0.4	i	0	-1	-0.4	4
32	Cc1ccc(S(=O)(=O)NCC(=O)N(c2ccccc2)C(C(=O)NCc2ccccc2)c2ccco2)cc1 (configuration not stated)	-6	-5	-2	-0.9	-0.6	i	0	3	0.5	2
33	CSc1nc2sc(-c3ccccc3)cc2c(=O)n1N	38	1	7	-0.4	0.5	i	-2	-6	-0.6	2
34	O=C(Nc1nnc(-c2ccc(Cl)cc2)o1)c1cccc(N2C(=O)CCC2=O)c1	7	-5	4	-0.4	1.7	i	4	-8	-1.5	11
35	CCN(C(=S)NCc1ccccc1)c1ccccc1	-3	-3	8	-0.1	-0.7	i	2	5	0.0	0
36	O=C(c1cccc(-c2ccc(O)cc2)c1)N1CCOCC1	2	-3	0	-0.2	1.0	i	2	2	-1.4	2
37	CCOc1ccc(CN(C)CC(O)COC(c2ccc(OC)cc2)c2ccc(OC)cc2)cc1 (configuration not stated)	-6	-5	-11	-1.0	-2.1	i	2	-1	2.5	1
38	O=[N+]([O-])c1cc(C(F)(F)F)cc([N+](=O)[O-])c1N1CCCNCC1	2	-4	5	-0.6	0.5	i	-2	2	-1.7	-14
39	Cc1cc(C)cc(N=C2NC(=O)/C(=C/c3cccs3)S2)c1	-2	20	6	-0.6	1.3	i	-1	-1	1.7	-7
40	COc1ccc(C)cc1S(=O)(=O)N1CCC(C)CC1	1	-2	-5	-0.5	0.0	i	-2	-2	-1.4	-1
41	CCOC(=O)N1CCN(C(=O)c2c(-c3ccccc3)noc2C)CC1	0	3	-1	-1.0	0.7	i	1	-3	-1.3	0
42	CC1(C)CC(=O)C=C(Nc2ccc(Br)cc2F)C1	0	0	-2	-0.1	0.2	i	1	-1	0.3	3
43	CC(C)(C#N)NC(=O)c1ccco1	7	-5	-2	-0.1	1.4	i	-3	0	-0.1	1
44	Cc1cc(C(=O)Cn2nc(C(=O)O)c3ccccc3c2=O)c(C)n1-c1cccc(C(F)(F)F)c1	-3	-1	12	-0.7	-0.3	i	1	4	1.8	0
45	CCOc1c(Br)cc(CNc2ccc(N3CCOCC3)cc2)cc1OC	-6	-14	-1	-0.1	0.7	i	-1	-2	7.7	-2
46	O=C(Nn1cc(C(=O)Nc2ccc(F)cc2F)c2ccccc2c1=O)c1cnccn1	4	2	-5	-0.1	0.5	i	-1	3	-1.3	3
47	Cc1ccc(NC(=O)C(C)SCc2nc3sc4c(c3c(=O)[nH]2)CCCC4)nc1 (configuration not stated)	-2	-6	0	-0.1	0.7	+	8	7	1.6	2
48	CCN(Cc1ccccc1)C(=O)COC(=O)CNC(=O)c1ccc(C)s1	-5	0	-8	0.6	-0.2	i	0	2	-0.2	1
49	Cc1cc(=O)[nH]c(Sc2c(-c3ccccc3)c3ccccc3[nH]c2=O)n1	0	-2	5	0.1	2.7	i	-1	-1	0.5	-2
50	COc1ccc(Oc2nc3ccccc3n3cccc23)cc1	-8	-14	1	-1.5	0.8	i	3	3	4.3	-1
51	COCCc1nc2ccc(C(=O)NCc3cccc(-n4cccn4)c3)cc2o1	0	1	6	-0.2	-0.6	i	-1	-1	-0.8	-1
52	Cc1cc(C)cc(NC(=S)NC2CC3CCCC(C2)N3C2CC2)c1 (configuration not stated)	1	0	0	0.6	-0.5	i	0	-13	0.3	0
53	CCOc1ccc(NC(=O)CN(C)c2nnnn2-c2ccccc2)cc1OCC	-3	-6	-2	-0.1	0.9	i	2	-3	-1.9	1
54	CC1CCCCC12NC(=O)N(CC(=O)N1CCN(S(=O)(=O)c3ccc4c(c3)CCC4)CC1)C2=O (configuration not stated)	3	-5	1	-0.4	0.3	i	3	-6	-0.2	-3
55	C=CCn1c(SCC(=O)NC2CCCC2)nc2c([nH]c3ccccc32)c1=O	26	-7	8	-0.3	-1.1	i	2	-1	-0.7	0
56	CCc1nnc(NC(=O)CSc2nnnn2-c2cccc(C(=O)OC)c2)s1	-4	9	-3	-0.1	-0.9	i	2	-5	1.8	1
57	COc1ccc(S(=O)(=O)N2CCOCC2)cc1NC(=O)CSc1ncnc2ccccc12	0	-5	-8	-0.3	0.7	i	-4	0	0.5	1
58	CNS(=O)(=O)c1ccc(CNC[C@H]2O[C@@H](n3cnc(C(N)=O)n3)[C@H](O)[C@@H]2O)cc1	0	4	1	-0.9	0.8	i	-2	3	1.8	2
59	COC(=O)[C@H]1[C@@H](C)N(Cc2ccccc2)C(=O)N[C@H]1c1cccc(C(F)(F)F)c1	0	-3	0	-0.3	-0.3	i	-3	1	-0.3	-1
60	COc1ccc(CNC(=O)COC(=O)C2CCN(S(=O)(=O)c3ccccc3C(F)(F)F)CC2)cc1	-3	-8	-6	-0.3	-0.9	i	-2	-2	-0.1	1
